From PubChem
SV40 large T antigen: SV40 large T antigen inhibitors, biochemical (AID 1903); SV40 large T antigen ATPase/helicase inhibition assay; higher % means a stronger effect; inhibition, % at 20 µM; hits with a dose series show IC50 in µM; actives 0.39% (n = 310,000); in the data active means a potency from the dose series; inconclusive means inhibition mostly from about 32% at the one dose, without a potency; inactive means the rest, 99 in 100 with inhibition below about 32%; further: strong numbers were not always called active
Yfh1-depleted yeast: mitochondrial function rescue without frataxin homolog – Friedreich's ataxia, plus single-dose screen, dose response (AID 1465); fold induction at 50 µM, or EC50 in µM where a hit was titrated; actives 0.074% (n = 220,000); S. cerevisiae Yfh1-off respiration, WST-1 reduction, 72 h; higher fold induction means a stronger effect;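 active means fold induction of absorbance versus untreated yeast above a set limit, then at least 30% activation at any dose in follow-up; inconclusive means repeats straddling the limit, or above it without dose testing; inactive means fold induction below the set limit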;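 further: activators that raise dye reduction in frataxin-depleted yeast; strong numbers were not always called active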
WT yeast gro inh: growth inhibition of WT yeast, mitochondrial fusion screen; actives 2.1% (n = 190,000); AID 1362; mitochondrial fusion phenotypic screen, WT strain; inhibition, % at 10 µM; in the data active means inhibition above about 58%; tested in S. cerevisiae
RSV antiviral HEp-2: inhibition of RSV-induced cytopathic effect – HEp-2 cells, primary 10 µM value included (AID 2391). HEp-2 cells, RSV-induced CPE inhibition; higher % means a stronger effect. actives 0.13% (n = 310,000). CPE inhibition, % at 10 µM, or IC50 in µM where a hit was titrated; in the data active means a potency from the dose series; inconclusive means CPE inhibition mostly from about 23% at the one dose, without a potency; inactive means the rest, 99 in 100 with CPE inhibition below about 21%; further: strong numbers were not always called active
West Nile virus CPE: inhibition of WNV-induced cytopathic effect – cell-based, CPE readout (AID 1621); CPE inhibition, % at 10 µM, or IC50 in µM where a hit was titrated; actives 0.02% (n = 290,000); West Nile virus-infected cells, CPE inhibition; higher % means a stronger effect; in the data active means a potency from the dose series; inconclusive means CPE inhibition mostly from about 3.7% at the one dose, without a potency; inactive means the rest, 99 in 100 with CPE inhibition below about 2.2%; further: strong numbers were not always called active
XIAP displacement: small molecules displacing peptide from XIAP – biochemical, IAP family, fluorescence polarization (AID 1018). one-dose displacement, % at 20 µM; IC50 in µM for titrated hits. actives 0.007% (n = 200,000). XIAP BIR domain, fluorescence polarization peptide displacement; higher % means a stronger effect; in the data active means displacement above about 50%; further: a part of the inactive calls stands beside numbers as strong as those of hits
K1F lysis inhibition: inhibition of K1F phage lysis, E. coli UTI89, bacterial capsule biogenesis inhibitors, alamar blue (AID 488966) | E. coli UTI89 K1F phage lysis, alamar blue, 2 h; higher % means a stronger effect | inhibition, % at 100 µM; hits with a dose series show IC50 in µM | actives 0.02% (n = 340,000);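 active means phage lysis inhibition, versus mean bacterial control, above a set limit; inconclusive means no clear call, values can overlap the other calls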;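 further: capsule biogenesis inhibitors block K1F phage lysis so surviving cells raise fluorescence; higher fluorescence means more inhibition of phage lysis; actives were called in the ten point dose series up to 300 µM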
CSM14.1 death rescue: rescue of cells from ER stress-induced death, primary screen, 384-well, CSM14.1, thapsigargin, ATP luminescence (AID 1222) | CSM14.1 thapsigargin-induced death rescue, ATP luminescence; higher % means a stronger effect | 190,000 tested, under 10 active | cellular ATP content (survival), % at 20 µM, or EC50 in µM where a hit was titrated;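 active means EC50 below 50 µM in the dose-response confirmation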;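 further: death triggered by thapsigargin at about 15 µM added after 2 h compound pretreatment; cell ATP read after overnight thapsigargin exposure of roughly 18 to 22 hours; normalized against plate controls of thapsigargin alone and 5% DMSO vehicle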
Dengue-2 NS5 capping: Dengue-2 NS5 methyltransferase inhibitors, primary screen, biochemical, confirmation dose response (AID 588689). Dengue-2 NS5 methyltransferase capping enzyme assay, biochemical; higher % means a stronger effect. inhibition, % at 25 µM; hits with a dose series show IC50 in µM. actives 0.3% (n = 340,000); in the data active means a potency from the dose series; inconclusive means inhibition above about 29% without an active follow-up result
WT yeast gro inh mutant strain: also measured in WT yeast gro inh; calls as there; inhibition, %; mitochondrial fusion phenotypic screen, mutant strain inhibition
Dengue-2 NS5 capping pilot replicate: further read-out of Dengue-2 NS5 capping, marked with its call; inhibition, %; measured here: pilot screen replicate inhibition
Starred values were filed as active, the others as inactive; i = inactive; ? = inconclusive; · = no result given; [ ] = another dose, or the depositor's remark.

The first two records, to show the layout:
SMILES	SV40 large T antigen	Yfh1-depleted yeast	WT yeast gro inh	WT yeast gro inh mutant strain	RSV antiviral HEp-2	West Nile virus CPE	XIAP displacement	K1F lysis inhibition	CSM14.1 death rescue	Dengue-2 NS5 capping	others
Cc1nnc(NC(=O)c2c(-c3ccccc3)noc2C)s1	16%	i	10	-11	-1.1%	0.1%	-7.7%	1.0%	3.0%	3%
COc1cc2c(cc1OC)C(NC(=O)C(F)(F)F)CNC2=O (stereo not drawn)	6%	i	-9	2	0.6%	0.2%	-3.9%	0.7%	0.1%	-7%

The list itself, from the first entry:
SMILES	SV40 large T antigen	Yfh1-depleted yeast	WT yeast gro inh	WT yeast gro inh mutant strain	RSV antiviral HEp-2	West Nile virus CPE	XIAP displacement	K1F lysis inhibition	CSM14.1 death rescue	Dengue-2 NS5 capping	others
Cc1nnc(NC(=O)c2c(-c3ccccc3)noc2C)s1	16%	i	10	-11	-1.1%	0.1%	-7.7%	1.0%	3.0%	3%
COc1cc2c(cc1OC)C(NC(=O)C(F)(F)F)CNC2=O (stereo not drawn)	6%	i	-9	2	0.6%	0.2%	-3.9%	0.7%	0.1%	-7%
C=CCC(=O)N(CC)CC1CCCN(CCc2cccc(F)c2)C1 (stereo not drawn)	4%	·	·	·	-0.2%	0.0%	·	-0.8%	·	4%
O=C(CSCCO)Nc1ccc(C2CCCCC2)cc1	1%	i	8	8	6.4%	2.0%	-4.4%	0.6%	-3.4%	-2%
COc1ccc(C(=O)n2nc(C)c(Br)c2C)cc1	10%	i	3	6	0.8%	0.3%	-4.5%	0.2%	-2.1%	2%
CC(C)(C)c1cc(NC(=O)COC(=O)c2ccc(O)cc2O)n(-c2ccccc2)n1	6%	·	·	·	14%	·	·	1.1%[50 µM]	·	-3%
COCCCNC(=O)Cn1cc(C(C)=O)c2ccccc21	2%	i	-2	6	-0.8%	·	-4.0%	8.9%	0.4%	-4%
CN1/C(=C\C(=O)COC(=O)c2ccccc2O)C(C)(C)c2ccccc21	5%	i	·	·	?	1.6%	·	0.1%	·	-12%
CCOC(=O)C1(CC2CCCCO2)CCN(Cc2cc(F)ccc2-n2cccn2)CC1 (stereo not drawn)	19%	i	7	-1	-1.9%	-0.6%	-4.1%	-1.1%	-0.2%	-1%
CCc1ccc(NC(=O)c2n[nH]c(=O)c3ccccc23)cc1	1%	i	·	·	-1.1%	-0.1%	·	0.2%	·	1%
COc1ccc(OCCNc2cc(N3CCCCC3)ccc2[N+](=O)[O-])cc1	5%	·	8	2	8.0%	·	-6.9%	1.0%	-0.6%	-9%
O=C(O)CCC(=O)N1CCN(c2nc(-c3ccccc3Cl)c3cc(Br)ccc3n2)CC1	16%	i	24	-1	3.1%	-0.2%	-11%	-0.5%	-0.3%	0%
FC(F)(F)c1nnc2ccc(NCn3nnc4ccccc43)nn12	-1%	i	-27	1	6.8%	0.1%	-7.0%	0.0%	-0.8%	-1%
Cc1ccc(/C=C2\SC(=S)N(Cc3ccccc3)C2=O)o1	19%	i	-2	-5	1.5%	0.0%	-17%	-0.1%	-0.3%	9%
COC(=O)c1ccccc1NC(=O)Cc1nc(-c2ccccc2)sc1-c1ccc(C)cc1	18%	i	-5	-1	5.5%	0.9%	-5.5%	-10%	0.3%	-7%
CC1(C)Cc2c(cnn2-c2ccccc2)C(=O)/C1=N\NC(=O)c1ccccc1O	6%	i	17	-2	4.7%	-0.1%	-7.1%	0.1%	-1.1%	12%
COc1cccc(/C=N/NC(=O)CNC(=O)c2ccc3c(c2)OCCO3)c1O	9%	i	-8	1	0.5%	1.9%	-6.0%	2.9%	-2.5%	-7%
OCC[C@@H]1C[C@H](O)[C@@H](O)[C@@]2(CCc3ccccc3O2)O1	8%	·	·	·	-0.3%	-0.5%	·	2.9%	·	-6%
COc1ccc(/C(C)=N/OCC(=O)Nc2nc3ccccc3s2)cc1OC	11%	i	15	-1	?	-0.6%	-5.9%	0.3%	-3.5%	1%
CNC(=O)Cn1nc(-c2ccc(C)c(S(=O)(=O)N(C)C)c2)c2ccccc2c1=O	5%	i	-1	-3	2.0%	0.1%	-5.6%	0.0%	-2.4%	-1%
OCc1c[nH]c(=S)n1CCOc1cccc(C(F)(F)F)c1	3%	·	·	·	1.5%	-1.4%	·	0.3%	·	-10%
Cc1ccc(NC(=O)CSc2nc3ncc(Cl)cc3[nH]2)c(C)c1	27%	·	·	·	?	-0.6%	·	0.1%	·	-2%
CNc1nc(C)c(C#N)cc1C(C)=O	-3%	i	13	3	0.5%	0.2%	-4.4%	-0.2%	-2.6%	-7%
Cc1cccc(-n2ncc3c(NCCN4CCOCC4)ncnc32)c1	24%	i	1	7	0.8%	-0.2%	5.4%	3.9%[50 µM]	-0.9%	-4%
O=C(O)CCC(=O)NC1CCCCCCC1	6%	i	12	-25	1.4%	0.9%	-5.7%	0.2%	2.2%	-3%
Cc1nn(CCOc2ccccc2)c(=O)n1-c1ccccc1	13%	i	10	1	1.4%	-1.1%	-3.9%	0.4%	1.5%	-7%	Dengue-2 NS5 capping pilot replicate=4.2
Cc1ccc2c(c1)c1c3n2CCN(C(=O)CCl)C3CCC1 (stereo not drawn)	19%	·	·	·	-2.4%	-0.6%	·	-0.1%	·	-1%
COc1ccc(Cl)cc1-n1c(=S)sc2c(=O)[nH]c(SCC(=O)NCC3CCCO3)nc21 (stereo not drawn)	2%	i	-15	21	7.0%	-0.6%	-7.9%	i	-0.7%	-10%
C=CCNC(=S)N/N=C/c1cccc([N+](=O)[O-])c1	14%	i	5	-10	-0.1%	-1.0%	-4.7%	-2.3%	-0.7%	-3%
CCc1cc(C(=O)O)c(NC(=O)/C=C/c2ccc(OC)c(OC)c2)s1	13%	i	-18	6	2.6%	0.5%	-5.0%	0.1%	4.5%	2%
O=C(COc1ccccc1Cl)Nc1ccccc1C(=O)N1CCCCC1	5%	·	·	·	2.9%	-0.6%	·	0.0%	·	-3%
C=CCNC(=O)NC(=O)Cn1c(=O)c2c(ncn2CC)n(Cc2ccccc2)c1=O	4%	·	·	·	2.0%	-0.5%	·	0.2%	·	4%
COc1ccc(-c2cc(COc3ccccc3)on2)cc1	6%	i	11	-15	4.1%	0.2%	-7.8%	-0.5%	·	4%
Cc1ccsc1C(=O)NCc1ccccc1Cl	57%	·	·	·	0.2%	-0.7%	·	0.9%	·	-12%
CCSc1nc2nn(-c3ccccc3)c(=O)c-2c2n1CCCCC2	3%	i	-1	1	-1.9%	-0.5%	-6.8%	0.1%	8.2%	3%
C=CCNC(=S)Nc1nc2c(cc1C(=O)OCC)COC(C)(C)C2	9%	i	·	·	1.2%	-0.1%	·	1.0%	·	-13%
CCN(CC1COc2ccccc2O1)S(=O)(=O)c1ccc(C)cc1 (stereo not drawn)	13%	i	28	11	4.4%	-2.0%	3.6%	3.2%	-1.1%	1%
O=C(Nc1ccccc1)c1sccc1Oc1ccc([N+](=O)[O-])cc1F	21%	i	13	0	1.4%	0.2%	-2.4%	i	-0.8%	-1%
CCCCCC(=O)NC(Cc1ccc(OC)c([N+](=O)[O-])c1)C(=O)O (stereo not drawn)	-3%	i	1	10	-1.4%	0.1%	-11%	0.1%	-13%	-9%
COc1ccc(CN2C(=O)c3cccnc3C2Nc2cc(Cl)ccc2OC)cc1 (stereo not drawn)	16%	i	5	1	-0.8%	-0.3%	64%*	4.1%	-0.7%	-5%
CCN(CC)C(=O)/C(=C\c1cccc([N+](=O)[O-])c1)NC(=O)c1ccco1	8%	i	-8	-17	1.6%	-0.5%	-13%	1.1%[50 µM]	-2.6%	-5%
Cc1ccccc1CCNC(=O)CCn1nc(C)c2c(C)n(-c3ccccc3)nc2c1=O	13%	·	·	·	1.1%	0.0%	·	1.3%	·	-1%
CCN(CC)CCCN(Cc1cc2cc3c(cc2[nH]c1=O)OCO3)C(=S)Nc1ccccc1	26%	i	-13	10	-2.3%	-0.4%	-3.6%	-0.9%	-0.9%	-3%
CC(C)(C)CN1CCN(Cc2c[nH]c3ccccc23)CC1CCO (stereo not drawn)	-4%	·	·	·	0.0%	-0.9%	·	-0.8%	·	-10%
CC(C)CCN1CCN(Cc2cccn2-c2cccnc2)CC1CCO (stereo not drawn)	18%	i	11	4	-0.1%	0.2%	-1.8%	0.1%	-1.3%	-4%
Cc1ccc2c(c1)N(CC(=O)NC1CCCCC1C)C(=O)CO2 (stereo not drawn)	-2%	i	-16	-8	-0.7%	-0.8%	-19%	0.0%	-1.3%	-1%	Dengue-2 NS5 capping pilot replicate=-2.4
COc1cc(/C=C2\SC(=O)N(CCNC(=O)c3cnc(C)cn3)C2=O)cc(OC)c1OC	-4%	i	-2	6	0.2%	1.1%	-1.7%	0.0%	-0.2%	-2%
CCOc1ccc(Nc2nc(C)cc(C)c2C#N)cc1	-1%	i	-2	-9	2.4%	1.7%	-1.8%	5.3%	-3.4%	0%
CCSc1nnc(N)s1	-2%	i	15	0	0.3%	-0.6%	3.6%	0.5%	1.3%	-9%	Dengue-2 NS5 capping pilot replicate=1.5
COc1ccc(N2C(=O)CSC(c3ccccc3)C2=O)cc1 (stereo not drawn)	7%	i	14	16	-0.5%	0.1%	-17%	0.1%	-0.4%	-8%
COc1ccc(CNC(=O)CSc2nc3ccc(OC)cc3[nH]2)cc1	1%	·	·	·	4.7%	-0.7%	·	0.0%	·	1%
Cc1cc(C)n2nc(C)c(-c3ccc(Cl)cc3)c2n1	9%	·	·	·	-1.8%	0.5%	·	0.2%	·	4%

Six compounds from above, ordered by heavy-atom count, descending:
SMILES	SV40 large T antigen	Yfh1-depleted yeast	WT yeast gro inh	WT yeast gro inh mutant strain	RSV antiviral HEp-2	West Nile virus CPE	XIAP displacement	K1F lysis inhibition	CSM14.1 death rescue	Dengue-2 NS5 capping	others
COc1ccc(CNC(=O)CSc2nc3ccc(OC)cc3[nH]2)cc1	1%	·	·	·	4.7%	-0.7%	·	0.0%	·	1%
CC(C)(C)CN1CCN(Cc2c[nH]c3ccccc23)CC1CCO (stereo not drawn)	-4%	·	·	·	0.0%	-0.9%	·	-0.8%	·	-10%
COc1ccc(N2C(=O)CSC(c3ccccc3)C2=O)cc1 (stereo not drawn)	7%	i	14	16	-0.5%	0.1%	-17%	0.1%	-0.4%	-8%
CCOc1ccc(Nc2nc(C)cc(C)c2C#N)cc1	-1%	i	-2	-9	2.4%	1.7%	-1.8%	5.3%	-3.4%	0%
Cc1cc(C)n2nc(C)c(-c3ccc(Cl)cc3)c2n1	9%	·	·	·	-1.8%	0.5%	·	0.2%	·	4%
CCSc1nnc(N)s1	-2%	i	15	0	0.3%	-0.6%	3.6%	0.5%	1.3%	-9%	Dengue-2 NS5 capping pilot replicate=1.5
